NPYLR7 ag: mosquito NPYLR7 agonism. HEK293T NPYLR7/Galpha15, GCaMP6s calcium fluorescence. activation, % at 10 µM. 0.15% of 270,000 active. AID 1259423; in the data active = activation above about 40%;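 also: 0% = vehicle and 100% = reference agonist at the receptor; some compounds past the cut are filed as inactive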
mcGAS inh: mouse cGAS inhibition by luminescence; 0.15% of 160,000 active; AID 1259399; recombinant cGAS, Kinase-Glo ATP depletion luminescence; inhibition, % at 12.5 µM;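 also: 0% = negative control wells and 100% = reference inhibitor with no enzyme activity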
hcGAS lum: human cGAS inhibition. Q8N884. recombinant h-cGAS, ATP depletion, Kinase-Glo luminescence. inhibition, % at 12.5 µM. 0.081% of 290,000 active. AID 1259398;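 also: 0% = vehicle reaction and 100% = reaction without DNA for no activity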
Target sequence (Q8N884 whole entry, looked up): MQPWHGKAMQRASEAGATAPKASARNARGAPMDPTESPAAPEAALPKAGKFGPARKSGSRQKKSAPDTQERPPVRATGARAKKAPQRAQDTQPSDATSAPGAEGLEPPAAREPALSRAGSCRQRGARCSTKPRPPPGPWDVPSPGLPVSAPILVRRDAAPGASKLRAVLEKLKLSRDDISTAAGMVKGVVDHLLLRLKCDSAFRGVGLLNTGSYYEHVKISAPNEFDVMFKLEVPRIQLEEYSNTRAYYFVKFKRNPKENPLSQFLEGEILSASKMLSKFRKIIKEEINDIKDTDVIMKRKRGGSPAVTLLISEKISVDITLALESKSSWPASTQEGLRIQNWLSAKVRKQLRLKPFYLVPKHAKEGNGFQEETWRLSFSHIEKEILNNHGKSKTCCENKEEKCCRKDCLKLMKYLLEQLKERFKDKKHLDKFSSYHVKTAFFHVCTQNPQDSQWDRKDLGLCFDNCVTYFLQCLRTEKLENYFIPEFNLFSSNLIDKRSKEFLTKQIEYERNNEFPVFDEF
* hit, by the source's call; nt = not tested or not shown; & = joins results of further samples. Rule as the data show it, unless noted: active = inhibition above about 40%; inactive = the rest.

SMILES | NPYLR7 ag | mcGAS inh | hcGAS lum
COC(=O)C(C)Sc1nnc(-c2ccccc2Cl)n1-c1ccccc1Cl (configuration not stated) | nt | -2.5 | -1.4
O=C(c1cc(=O)c(OCc2ccc(F)cc2)c[nH]1)N1CCN(c2ccc(F)cc2)CC1 | 1.5 | nt | -8.8
CCOC(=O)c1nn(-c2ccccc2C)c(=O)cc1OCc1ccccc1C | 13.4 | nt | -4.3
Cc1ccc(Cc2nc(CSc3nnnn3C)cs2)cc1 | 12.1 | -6.8 | -5.3
CC(C)C(=O)Nc1cccc(-c2cccc3c2CCNC3)c1 | 2.9 | nt | -7.4
O=C(c1ccc(CSc2ccc([N+](=O)[O-])cn2)cc1)N1C2CCC1CC(Oc1ccc3c(c1)OCO3)C2 (configuration not stated) | 9.9 | -8.4 | -17.4
CCOc1ccc(C(=O)c2ccc(OC)c(O)c2O)cc1 | nt | -2.2 | -5.1
COC(=O)c1scc(-c2ccc(C)cc2)c1S(=O)(=O)N1c2ccccc2CC1C (configuration not stated) | 10.3 | -7.5 | -2.6
CC(=O)Nc1cccc(NC(=O)C=Cc2csc(C)n2)c1 | -1.5 | -0.2 | 4.7
COc1cccc2sc(=NC(=O)c3cc(C)no3)n(C)c12 | 5.9 | -7.2 | -6.4
O=C(c1cnn2c1CCCC2)N1[C@@H]2CC[C@H]1CC(O)C2 (some centres not stated) | 11.7 | -6.8 | -1.7
CN(C(=O)CCn1nnnc1CN1CCOCC1)C1CC(C)(C)NC(C)(C)C1 | 1.9&0.8 | -4.8 | -10.3&-8.2
CCc1cccc2c(C(CC(=O)NCc3ccc(F)cc3)c3ccc(OC)c(OC)c3)c[nH]c12 (configuration not stated) | 7.6 | -2.5 | -0.8
CC(c1ccccc1)n1c(CCn2ncc3ccccc3c2=O)n[nH]c1=S (configuration not stated) | 2.3&0.9 | -6.3 | -4.3&-12.5
CN1C(=O)C(Cc2ccccc2)NC12CCN(C(=S)NC1CC1)CC2 (configuration not stated) | 7.6 | nt | -2.9
CC1=NN(c2ccc(C(=O)O)cc2)C(=O)/C1=C\c1ccc(-c2ccc(C)cc2[N+](=O)[O-])o1 | -6.4 | 0.4 | -4.2
COc1ccc(OC)c(C2C(S(=O)(=O)N3CCCCC3)CON2C)c1 (configuration not stated) | nt | 0.1 | 39.0
COc1cc(C2c3cccn3CCCN2Cc2cc(F)ccc2F)cc(OC)c1OC (configuration not stated) | 17.4 | -4.9 | -6.9
CCn1nc(C)c(C(=O)NCc2nc(-c3cccc(C)c3)no2)c1C | -11.0 | nt | 1.4
Cc1ccc(F)c2c1N(C(=O)c1cnn(C)c1C(F)F)CCC2 | -4.5 | nt | -6.6
CCOC(=O)c1c(NC(=O)Cc2ccc(OC)cc2)sc(C(=O)Nc2cccc(OC)c2)c1C | -5.1 | nt | -6.1
O=S(=O)(Cc1ccc(Cl)cc1)c1ccc(NCCCN2CCOCC2)nn1 | 1.7 | -7.9 | -7.5
CCS(=O)(=O)Oc1ccccc1CN(Cc1ccc(F)cc1)C(=O)Nc1ccccc1OC | 21.6 | -9.7 | -7.5
CN(C)C(=O)CNc1cc2c(cc1Br)OCCO2 | 3.4 | nt | -2.7
Cn1ncnc1CNc1ccc(Cl)cc1C(=O)N1CCCC1 | -3.8 | nt | -4.1
CC(Cn1cnc2ccccc2c1=O)NCc1noc(C2CCCC2)n1 (configuration not stated) | 8.6 | -12.5 | -7.2
Cc1cc(NC(=O)c2onc(C)c2Cl)no1 | 7.4 | -4.3 | -8.7
CC(=O)c1[nH]c(C)c(C(=O)N2CCCC(CCC(=O)Nc3ccc(F)cc3C)C2)c1C (configuration not stated) | 8.8 | -8.8 | -11.9
COc1cccc(C(=O)Nc2c(-c3cccc(Cl)c3)nc3cc(C)ccn23)c1 | -9.5 | -7.5 | -6.5
C=CCn1c2ccccc2n2nc(C)c(C(C)=O)c12 | -10.1 | -5.3 | 0.6

Quoted from the listing.
CCS(=O)(=O)Oc1ccccc1CN(Cc1ccc(F)cc1)C(=O)Nc1ccccc1OC in hcGAS lum: -7.5
CC(=O)c1[nH]c(C)c(C(=O)N2CCCC(CCC(=O)Nc3ccc(F)cc3C)C2)c1C (configuration not stated) in hcGAS lum: -11.9

Following part.
SMILES | NPYLR7 ag | mcGAS inh | hcGAS lum
CCOC(=O)C1CCN(C(=O)CC(c2cccc3c2OCO3)c2c[nH]c3ccccc23)CC1 (configuration not stated) | 1.5 | -0.6 | 3.2
CC(=O)Oc1c(C)cc(CN(C)Cc2snnc2C)cc1C | 14.9 | -11.4 | -3.1
CCN(CC)Cc1cc(C(=O)O)oc1C(C)(C)C | 1.6 | nt | 1.4
CCN(CC)c1ncccc1CNc1nc(C(F)(F)F)nc(C)c1C | 0.4 | nt | -4.0
CCCN(CCN)C(=O)OC(C)(C)C | 17.6 | nt | -0.1
O=C(CN1C(=O)NC2(CCCCCC2)C1=O)c1cccs1 | 4.5 | nt | -7.0
O=C1CN(C(=O)COc2ccc3cc(Br)ccc3c2)CCN1 | -4.2 | -5.3 | -3.4
Cc1nc(C(C)Nc2nc(C(C)(C)C)nc3c2cnn3C)cs1 (configuration not stated) | -3.8 | -1.0 | 1.3
O=C(c1ccccc1OCc1ccccc1Cl)N1CC(O)C1 | -19.1 | nt | -8.1
Cc1ccc(Cl)cc1-n1c(SCc2ccc(F)cc2)nnc1C(Cc1ccccc1)NC(=O)c1cccc([N+](=O)[O-])c1 (configuration not stated) | -0.1 | -1.0 | 1.0
O=C(O)CCC/C=C\C[C@@H]1[C@@H](/C=C/[C@H](O)C2Cc3ccccc3C2)[C@@H](F)C[C@@H]1O | -5.2 | -1.9 | 2.1
CCN(Cc1cc(Cl)ccc1OC)C(=O)c1ccc(CO)cc1 | 12.8 | -18.1 | -3.1
Cc1cccc(C)c1-n1c(C)cc(/C=N\NC(=O)CN2CCOCC2)c1C | 2.3 | nt | -2.9
Nc1sc2c(c1C(=O)c1ccccc1)CCC2 | -1.8 | nt | -6.8
Cc1ccc(NCc2ncc(C(C)C)o2)cc1OCC1CCOCC1 | -0.9 | 19.4 | 12.3
CCCc1cc(=O)[nH]c(-n2nc(C)cc2NC(=O)c2cc(OCC)c(OCC)c(OCC)c2)n1 | 8.0 | -8.0 | -4.6
Cc1cccc(NC(=O)c2ccc(S(=O)(=O)Nc3cccc(C(F)(F)F)c3)o2)n1 | -6.9 | nt | 0.3
COc1ccc(C(=O)Nc2cc(C)nn2-c2nc(C)c(C)c(=O)[nH]2)c(OC)c1 | 4.2 | -4.5 | -6.4
COCCN(CC(=O)Nc1nc(CC(=O)NCc2ccccn2)cs1)C(=O)c1ccccc1 | 5.4 | -4.8 | -2.9
Cc1ccccc1-n1nc(C)c(CNC(=O)CCCCCNC(=O)OC(C)(C)C)c1C | 6.4 | -1.9 | 1.3
N[C@@H]1c2ccccc2C2(CCN(c3ncnc4[nH]ccc34)CC2)[C@H]1O | 5.5 | nt | -1.2
Cc1cccc(Nc2ccc(NCCNC(=O)c3ccccc3C)nn2)n1 | 8.9 | nt | -7.3
CCOC(=O)C1CCCN(C(=O)CC(c2cccc3c2OCO3)c2c[nH]c3ccccc23)C1 (configuration not stated) | 7.6 | -2.7 | 1.8
COC(=O)c1ccc(N=Cc2nc(-c3ccccc3Br)oc2O)cc1 | -1.5 | -4.0 | -5.3
Fc1ccc(C=Nn2c(-c3ccc(Cl)cc3)csc2=NCC2CCCO2)cc1 (configuration not stated) | 1.7 | nt | -6.2
COc1cccc(CN2CCCC3(CCN(C(=O)c4ccoc4)C3)C2=O)c1OC (configuration not stated) | 1.5 | nt | -11.9
Clc1cc(CNCCNc2ccccc2)cc2c1OCCCO2 | 5.4 | nt | 0.2
COc1cc(NC(=O)Cn2c3ccc(F)cc3c3ncn(Cc4ccccc4)c(=O)c32)cc(OC)c1 | -2.3 | -7.1 | -5.2
COc1cccc(C2CC2C(=O)Nc2cnc(C3CC3)nc2)c1 (configuration not stated) | 5.4 | nt | -10.3
CC1C(c2ccccc2)OC(C(O)c2ccccc2)C(=O)N1C (configuration not stated) | 3.0 | nt | -1.2
Cc1nc(S(=O)(=O)N2CCCCC2CCc2ccccc2)cn1C (configuration not stated) | -4.9 | -5.3 | 1.7
CNC(=O)Cn1cc(OC)c(=O)cc1CSc1ncccn1 | -6.4 | -1.3 | 0.2
O=C(c1ccc(CSc2nnc(-c3ccncc3)n2-c2cccc(Cl)c2)cc1)N1CCN(c2ccccc2F)CC1 | 3.1 | 1.0 | 4.3
COC(C(=O)Nc1ccnn1C1CCN(C(=O)c2cnn(C(C)C)c2)CC1)c1ccccc1 (configuration not stated) | -1.4 | nt | 1.9
CCOC(=O)c1ccc(NC(=O)Nc2nc(C(=O)OCC)cs2)cc1 | -2.3 | -3.5 | -1.6
C/C(=N/NC(=O)CSc1nc2ccccc2s1)c1cccnc1 | 1.3 | -4.0 | -2.5
CC(=O)C12CCCCC1CC1C3CC(C)C4(O)CC(=O)CCC4(C)C3CCC12C (configuration not stated) | nt | -3.6 | 3.6
CCc1cc(C(=O)N2CCC3(CCCN(C4CCOCC4)C3=O)C2)cs1 (configuration not stated) | nt | -5.1 | -9.7
CC(C)Cn1nc(C(=O)NC2CCCC2)c2c1CCN(C(=O)[C@@H]1C[C@@H](C)NC(=S)N1)C2 | -2.2 | nt | -6.2
COc1cc(OC)cc(C(=O)N2CCN(C(C(=O)NCC3CCCO3)C3CCCC3)CC2)c1 (configuration not stated) | -4.6 | -3.3 | -3.2
CCC(=O)N1CCc2cc(OC)c(OC)cc2C1c1cccc(Cl)c1 (configuration not stated) | 11.7 | -1.6 | -3.8
Cc1ccc(C(O)=C2C(=O)C(=O)N(CCN3CCOCC3)C2c2ccccc2F)cc1 (configuration not stated) | 9.0 | -6.9 | -5.0
COc1ccccc1OCC(=O)Nc1cc(C)nn1-c1ncnc2c1cnn2-c1cccc(C)c1C | 8.0 | -9.9 | -5.3
c1ccc(-c2ccc(CN3CCCn4cncc4C3)cc2)nc1 | 3.5 | nt | -5.1
O=C(Nc1cccc(NC(=O)C(F)(F)F)n1)C(F)(F)F | -1.5 | -6.2 | -2.2

Compound profiles, as listed above. Values in the order: NPYLR7 ag | mcGAS inh | hcGAS lum
CCOC(=O)c1ccc(NC(=O)Nc2nc(C(=O)OCC)cs2)cc1 is listed with -2.3 | -3.5 | -1.6
O=C(Nc1cccc(NC(=O)C(F)(F)F)n1)C(F)(F)F is listed with -1.5 | -6.2 | -2.2
CCc1cc(C(=O)N2CCC3(CCCN(C4CCOCC4)C3=O)C2)cs1 (configuration not stated) is listed with nt | -5.1 | -9.7
COc1ccccc1OCC(=O)Nc1cc(C)nn1-c1ncnc2c1cnn2-c1cccc(C)c1C is listed with 8.0 | -9.9 | -5.3

(cont.)
SMILES | NPYLR7 ag | mcGAS inh | hcGAS lum
CCCCc1ccc(N2C(=NC(=O)CCCC(=O)O)SC3CS(=O)(=O)CC32)cc1 (configuration not stated) | -11.3 | -8.3 | -0.8
O=C(Nc1nnc(Cc2cccc(F)c2)s1)N1CCCC1 | 5.3 | nt | -11.7
Cc1cccc(NC(=O)CC2S/C(=N/N=C\c3ccco3)NC2=O)c1C (configuration not stated) | 2.1 | -5.8 | -4.6
COc1cccc(C(=O)N2CCC(C(=O)NC3CCCC[C@H]3NC(=O)c3ccccc3C)CC2)c1 (some centres not stated) | 4.7 | -6.5 | -3.5
Cc1c(C(=O)NCC2CCOC2)nnn1-c1ccc(F)c(Cl)c1 (configuration not stated) | -18.6 | nt | 0.0
Cc1ccc(-n2c(SCc3nc(C(=O)NCc4ccncc4)cs3)nnc2-c2ccncc2)cc1 | -1.6 | -5.4 | -5.4
CCCc1nc(N2CCN(C(=O)c3ccccc3Cl)CC2)c2c(-c3ccccc3)noc2n1 | 15.7 | -5.2 | -0.1
CC(C)c1nnc(NC(=O)c2ccc(S(=O)(=O)N3CCCC3)cc2)s1 | -4.9 | -5.7 | 3.8
CCOC(=O)c1c(NC(=O)Cn2nc(C)c([N+](=O)[O-])c2C)sc2c1CCC(C(C)(C)C)C2 (configuration not stated) | -1.3 | nt | -4.3
Nc1nc(Sc2nc(CN3CCCCC3)nc3sc4c(c23)CCCC4)n[nH]1 | -1.5 | nt | -3.6
Cc1noc(CN(CCO)C2CCCCC2)n1 | -5.6 | nt | -3.9
CNC(=O)CSc1nc2ccccc2c(=O)n1-c1cccc(Cl)c1 | -0.3&-6.0 | nt | -2.9&1.2
O=C(CC1S/C(=N/N=C\c2ccccc2)NC1=O)Nc1cccc(Cl)c1Cl (configuration not stated) | 6.1 | nt | -5.1
Cc1cc(C)cc(N(C)S(=O)(=O)c2cc(C)c(C(=O)O)s2)c1 | -2.3 | nt | -4.3
CC(=O)NC1(C(F)(F)F)C(=O)Nc2c1c(=O)[nH]c(=O)n2Cc1ccncc1 (configuration not stated) | -1.7 | nt | -1.2
COC(=O)C(SCC(=O)Nc1ccccc1)(c1c(C)[nH]n(-c2ccccc2)c1=O)C(F)(F)F (configuration not stated) | 1.2 | nt | 6.3
O=C(O)c1cc(=O)c2ccc(Cl)cc2[nH]1 | 0.0&-7.6 | -1.7&9.9 | 1.2&16.4
CNC(=O)c1cc(OC)ccc1NC(=O)c1cccc(C)c1C | 8.8 | nt | -7.0

4 records picked at random from those above:
SMILES | NPYLR7 ag | mcGAS inh | hcGAS lum
Cc1ccc(-n2c(SCc3nc(C(=O)NCc4ccncc4)cs3)nnc2-c2ccncc2)cc1 | -1.6 | -5.4 | -5.4
Cc1cccc(NC(=O)CC2S/C(=N/N=C\c3ccco3)NC2=O)c1C (configuration not stated) | 2.1 | -5.8 | -4.6
COc1cccc(C(=O)N2CCC(C(=O)NC3CCCC[C@H]3NC(=O)c3ccccc3C)CC2)c1 (some centres not stated) | 4.7 | -6.5 | -3.5
CCCc1nc(N2CCN(C(=O)c3ccccc3Cl)CC2)c2c(-c3ccccc3)noc2n1 | 15.7 | -5.2 | -0.1
